Source: PubChem (The Scripps Research Institute Molecular Screening Center)
DDE Tn7 FP inh = inhibitors of Tn7 peptide binding to fibrin DD(E), primary screen, biochemical, fluorescence polarization, human fibrin, Tn7 probe; Fibrinogen beta chain (Homo sapiens), P02675; FP displacement of FITC-Tn7 peptide from fibrin DD(E); 0% = median of compound wells per plate; inhibition, % at 8.3 µM; actives 0.13% (n = 370,000); AID 720508, 2013;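 active means inhibition above the mean of compounds falling within the control limits plus 3 SD of them, cut at about 14% in these data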;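 further: 0% = plate median of compound wells and 100% = 10 µM Aha-Tn7 peptide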
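Measure: % inhibition scaled between sample-field median and high-control FP; Test system: human fibrin DD(E); Quantity: 2 µM final DD(E) protein; Doses: one dose, 8.3 µM nominal; Schedule: compound with protein 10 min, then 3 h after probe, room temperature; Detection: fluorescence polarization; Medium: Tris buffer with calcium and detergent, pH 7.8.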
HTRA1 inhibitor = HTRA1 serine protease inhibitors, primary screen, biochemical, fluorescence polarization, HTS. recombinant HTRA1, FP-rhodamine activity-based probe. Q92743. inhibition, % at 5.96 µM. actives 0.5% (n = 340,000); in the data active means inhibition above about 36%;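 further: 0% = enzyme with DMSO and 100% = wells lacking enzyme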
TDP2 inh = human TDP2 enzyme inhibitors, primary screen, biochemical, epi absorbance, recombinant enzyme. Tyrosyl-DNA phosphodiesterase 2 (Homo sapiens), O95551. T5PNP hydrolysis, p-nitrophenol absorbance 415 nm. inhibition, % at 12.8 µM. actives 0.34% (n = 370,000);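 active means inhibition above the mean of all tested compounds plus 3 SD, set per campaign, cut at about 25% in these data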;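 further: 0% = DMSO with enzyme and 100% = buffer with substrate but no TDP2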
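test system = human TDP2 enzyme | input = TDP2 enzyme at 120 nM final | medium = 50 mM Tris-HCl pH 7.5 with Mg2+, KCl, DTT, BSA | also added = T5PNP substrate, 5 mM | times = 2 h at 37 °C | technique = epi absorbance | benchmarks = high control without enzyme, low control DMSO plus TDP2 | replication = each compound tested once, singlicate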
LEDGF integ inh = blockers of LEDGF/p75-dependent integrase strand transfer – biochemical, TR-FRET, high throughput, primary screen; TR-FRET IN-LEDGF/p75 DNA integration, Eu/Cy5; inhibition, % at 3.7 µM; actives 0.64% (n = 370,000); AID 743269, 2014;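 active means inhibition above the screen-wide mean plus 3 SD, cut at about 13% in these data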;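 further: signal is the Cy5 over europium emission ratio at 671 and 618 nm; 0% = plate median of compound wells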
mABHD4 FP = ABHD4 inhibitors, primary screen, biochemical, fluorescence polarization, mouse | purified mABHD4, FP-Rh probe fluorescence polarization | inhibition, % at 8.92 µM | actives 0.54% (n = 370,000) | AID 720543, 2013;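 active means inhibition exceeding the mean over every tested compound plus 3 SD, cut at about 30% in these data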;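 further: 0% = plate median of compound wells and 100% = S159A mutant with DMSO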
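Doses – 8.92 µM, single dose · Material – wild-type mouse ABHD4 protein · Replication – single well per compound (singlicate) · Measure – percent inhibition of probe binding, normalized to plate controls · Schedule – 45 min compound pre-incubation plus 60 min probe step, 25 °C · Detection – fluorescence polarization with parallel and perpendicular emission, 525/598 nm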
SIAE inh = human SIAE inhibitors, primary screen, biochemical, fluorescence polarization, FP-Rh probe, 1536-well HTS. Sialate O-acetylesterase (Homo sapiens), Q9HAT2. SIAE FP-Rh probe binding. inhibition, % at 9.66 µM. actives 0.69% (n = 370,000). AID 1053197, 2014;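 active means inhibition above a cutoff: mean of compounds within the control limits plus 3 SD of those, cut at about 17% in these data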;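 further: 0% = plate median of compound wells and 100% = probe without SIAE protein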
PRMT1 inh = PRMT1 methyltransferase inhibitors, primary screen, biochemical, fluorescence polarization. Protein arginine N-methyltransferase 1 (Homo sapiens), Q99873. recombinant PRMT1, activity-based probe fluorescence polarization. inhibition, % at 2.79 µM. actives 1.3% (n = 370,000). AID 652257, 2013;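 active means inhibition above about 21% made by adding two undisclosed values, limit read from the data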
UHRF1 MBD2 ctr = UHRF1 methylated DNA binding inhibitors, primary screen, counter-screen for MBD2 inhibitor project, biochemical, TR-FRET, human UHRF1, single concentration. E3 ubiquitin-protein ligase UHRF1 (Homo sapiens), Q96T88. UHRF1 binding to methylated oligo. inhibition, % at 4.4 µM. actives 0.75% (n = 370,000). AID 687016, 2013; in the data active means inhibition above about 21%;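 further: UHRF1 SRA domain binding a hemimethylated CpG hairpin DNA probe; 0% = median of test compound wells and 100% = reference inhibitor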
Target sequence (Q96T88 whole entry, looked up, the tested form may be a part): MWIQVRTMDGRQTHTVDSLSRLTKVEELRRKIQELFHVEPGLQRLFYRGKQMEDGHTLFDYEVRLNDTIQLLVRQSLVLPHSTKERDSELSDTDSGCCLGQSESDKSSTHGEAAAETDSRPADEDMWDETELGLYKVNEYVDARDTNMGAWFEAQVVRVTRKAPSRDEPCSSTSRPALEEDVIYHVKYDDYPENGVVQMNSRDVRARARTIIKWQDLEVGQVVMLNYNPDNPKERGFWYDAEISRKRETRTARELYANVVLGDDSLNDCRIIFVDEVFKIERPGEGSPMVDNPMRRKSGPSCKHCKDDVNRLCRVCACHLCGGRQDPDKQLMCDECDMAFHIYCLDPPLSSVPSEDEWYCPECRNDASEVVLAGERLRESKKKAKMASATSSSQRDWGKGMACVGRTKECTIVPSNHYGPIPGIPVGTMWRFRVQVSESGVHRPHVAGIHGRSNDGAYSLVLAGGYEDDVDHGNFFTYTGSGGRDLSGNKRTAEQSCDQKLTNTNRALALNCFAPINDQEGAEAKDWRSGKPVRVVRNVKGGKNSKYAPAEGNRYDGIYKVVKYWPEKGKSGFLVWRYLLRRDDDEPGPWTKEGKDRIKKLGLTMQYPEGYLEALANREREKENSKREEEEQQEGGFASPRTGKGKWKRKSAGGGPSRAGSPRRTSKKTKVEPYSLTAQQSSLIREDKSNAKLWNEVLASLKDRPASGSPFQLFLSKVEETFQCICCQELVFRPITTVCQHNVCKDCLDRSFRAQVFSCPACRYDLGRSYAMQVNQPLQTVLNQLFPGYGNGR
TCR CD3 inh = inhibitors of human TCR-CD3 interaction, primary screen, biochemical, fluorescence, TAMRA-labeled TCR probe; AID 651800, 2012; inhibition, % at 9.4 µM; actives 0.37% (n = 360,000); T-cell receptor (TCR); in the data active means inhibition above about 19%;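 further: recombinant mutant TCR 2C K166C tagged with TAMRA read by polarization; 0% = receptor in buffer alone and 100% = receptor with positive control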
PG9 Ab binder = binders of HIV-1 gp120 antibody PG9, primary screen, biochemical, TR-FRET; HIV-1 gp120 / PG9 antibody interaction; TR-FRET gp120-PG9 antibody binding; inhibition, % at 6.7 µM; actives 0.43% (n = 360,000); AID 624416, 2012; in the data active means inhibition above about 8.5%
Active calls of the source: *; nt = not tested or not shown.

SMILES	DDE Tn7 FP inh	HTRA1 inhibitor	TDP2 inh	LEDGF integ inh	mABHD4 FP	SIAE inh	PRMT1 inh	UHRF1 MBD2 ctr	TCR CD3 inh	PG9 Ab binder
O=[N+]([O-])c1cccc(-c2cc(-c3cc(Br)ccc3O)[nH]n2)c1	-2	-22	-12	-4	-23	2	4	0	-3	0.1
Cc1ccc(-c2csc(C3C(N)=NC(S)=C(C#N)C34CCCCC4)n2)cc1 (configuration not stated)	2	28	-8	3	-6	-24	10	2	2	-0.2
COc1ccc(CCNC(=O)c2cc(=O)[nH]c3ccc(Br)cc23)cc1OC	2	-1	-1	3	-1	0	1	-2	9	-0.1
COc1ccc2[nH]c3c(=O)n4c(nc3c2c1)SCC4	-2	-6	2	-1	-1	-3	2	2	-1	-0.6
CC1(C)N=C(c2ccccc2)C(c2ccccc2)=N1	0	-3	8	2	-1	-2	-4	-3	2	-1.6
CC(C)c1nnc(NC(=O)CCCCCN2C(=O)C3C4C=CC(C4)C3C2=O)s1 (configuration not stated)	7	0	0	-1	-4	0	0	-1	0	0.0
CCOc1ccc(S(=O)(=O)Nc2ccc(C(=O)NCc3ccncc3)cc2)cc1	0	-2	4	-4	3	-2	2	-1	-8	2.8
O=C(Nc1ccc(C(=O)O)cc1)/C(=C\c1ccco1)NC(=O)c1ccc(Br)o1	-9	0	20	10	7	3	25*	10	15	-3.5
Nc1cc(=O)[nH]c(SCc2nc3ccccc3n2Cc2ccccc2)n1	3	-15	-5	1	-12	-13	-1	-1	0	0.8
COc1ccc(N(Cc2ccccc2)N=O)cc1	0	3	-5	-3	-7	4	2	2	-6	-0.6

Brought forward from above: 2 compounds; new compounds follow.
SMILES	DDE Tn7 FP inh	HTRA1 inhibitor	TDP2 inh	LEDGF integ inh	mABHD4 FP	SIAE inh	PRMT1 inh	UHRF1 MBD2 ctr	TCR CD3 inh	PG9 Ab binder
Nc1cc(=O)[nH]c(SCc2nc3ccccc3n2Cc2ccccc2)n1	3	-15	-5	1	-12	-13	-1	-1	0	0.8
COc1ccc(N(Cc2ccccc2)N=O)cc1	0	3	-5	-3	-7	4	2	2	-6	-0.6
Fc1cccc(/C=C2\CCCC3=C2NC(=S)NC3c2cccc(F)c2)c1 (configuration not stated)	-2	-46	-5	5	-2	0	64*	1	-9	1.4
Cc1cc(NC(=O)CSc2nnc(-c3ccccc3F)n2N)no1	2	-1	7	-5	2	4	2	2	4	-3.1
c1cncc(CNc2ncnc3ccc(-c4ccc5c(c4)OCCO5)cc23)c1	3	-14	6	0	-3	-27	-1	0	5	-0.3
O=C(O)CNS(=O)(=O)Cc1ccccc1	-2	5	3	-8	5	2	4	10	-6	0.1
COc1ccc(OC)c(NC(=O)COC(=O)c2c(C)noc2C)c1	-1	1	2	2	-1	5	1	-1	2	-0.1
CCOC(=O)N/N=C(/c1ccccc1)C1CCCCC1	11	1	-5	-4	4	-5	-1	2	1	-1.3
O=C(O)C1C2C=CC(C2)C1C(=O)Nc1cccc(F)c1 (configuration not stated)	-1	-2	-7	0	6	0	-2	-1	2	-1.6
O=C(C1CC1)N1CCN(Cc2ccccc2)CC1	4	1	-2	-4	-1	4	-3	1	3	-2.3
COc1cc(NS(=O)(=O)c2ccc(NC(=S)NC(=O)c3sc4ccccc4c3Cl)cc2)ncn1	3	-15	11	0	4	-23	5	2	7	6.2
Cc1cc(C)cc(OCC(=O)OCC(=O)Nc2cc(C)nn2-c2ccccc2)c1	-9	-2	2	-1	0	-5	-2	-2	1	-0.8
Cc1ccc(NC2C(=O)NC(=O)NC2=O)cc1	8	2	4	0	0	0	8	-7	-3	-0.1
CCN(C(=O)COC(=O)COc1ccc(Cl)c(C)c1)C1CCS(=O)(=O)C1 (configuration not stated)	1	10	5	-1	0	5	-1	-2	1	-0.3
COc1ccccc1NC(=O)Nc1c(C)nn(C)c1C	-4	1	-3	1	-2	-3	0	4	2	-1.2
Cc1cc(C(=O)OCC(=O)c2cccc([N+](=O)[O-])c2)c2cccc(C)c2n1	0	-14	3	3	0	-5	-2	-1	-6	-0.2
CC(C)CNC(=O)C(=O)NCC1OCCCN1S(=O)(=O)c1cccs1 (configuration not stated)	-2	-1	0	5	-3	-1	-1	1	-3	-1.2
CCCC12CN3CCN(CC(C3)/C1=N\NC(=O)c1ccccc1Cl)C2	7	2	-4	3	-3	2	-3	-1	5	1.1
COc1ccc(/C=C/c2nc3ccccc3c(=O)n2-c2cccc(C(=O)O)c2)cc1	2	-2	-9	0	-3	-5	-1	-2	-2	0.3
O=C(CSc1nnc(-c2ccc3c(c2)OCO3)n1-c1ccccc1)c1ccc(Cl)cc1	-9	5	-12	1	-9	-1	-3	-1	0	-2.0
CC(C)OC(=O)C(=O)NNc1ccccc1	1	4	7	0	8	6	1	-1	2	-4.8
CSc1ccc(C2=C/C(=C3/SC(=S)NC3=O)c3ccccc3O2)cc1	0	10	0	-2	7	1	0	-2	2	0.0
O=CN1CCN(C(=O)COc2ccc(Cl)cc2Br)CC1	2	5	19	-2	8	-3	1	4	-1	1.8
CC(=O)N(C)c1ccc(NC(=O)Nc2cccc3ccccc23)cc1	1	1	-15	-8	-5	-1	7	7	-4	-1.1
O=C(Nc1ccc(F)cc1)Nc1csc2ccccc12	-2	nt	4	0	-11	17	0	1	-6	-3.2
Cc1ccc(NC(=O)c2cccc(Oc3ccc([N+](=O)[O-])cc3)c2)c(C(=O)O)c1	1	-79	-18	12	-64	-26	0	7	-4	-3.8
CC1(C)CC(=O)CC(=O)/C1=N\Nc1c(Cl)cc(Cl)cc1Cl	-5	2	-6	7	18	3	-1	-3	7	-2.9
CCCNC(=O)C1CC2Cn3c(nc4ccccc43)C2N1C (configuration not stated)	-7	-1	5	0	10	1	0	17	-1	0.5
COc1ccccc1OCCNC(=O)C1CC(=O)N(c2ccccc2OC)C1 (configuration not stated)	2	-8	-12	-4	1	4	0	1	5	1.6
CC(=O)N1CCC(N(CCN2CCOCC2)C(=S)Nc2cc(C)cc(C)c2)CC1	3	2	9	1	2	-1	-2	-1	0	0.9
CC1CCCC(C)N1C(=O)COC(=O)CCc1nc2ccccc2c(=O)[nH]1 (configuration not stated)	8	2	1	10	6	2	-1	4	-4	-0.1
O=C(NC1CCS(=O)(=O)C1)c1sc2ccccc2c1Cl (configuration not stated)	-2	-9	4	-1	5	5	-3	-1	0	-2.9
CCc1ccc(Nc2n[n+](-c3ccccc3)c(-c3ccc(SC)cc3)s2)cc1	4	-31	-13	-3	1	-8	0	-4	3	-3.4
CC1CCN(C(=O)c2ccc3c(c2)C(=O)c2ccccc2-3)CC1	3	-12	11	-1	3	-3	0	0	0	-2.0
CCn1nc(C)c(NC(=O)c2ccc(Cl)cc2)c1C	-5	3	-8	5	-1	0	-3	27*	-7	-0.2
Cc1cc(C)n2nc(SCC(=O)N3CCC(C(=O)O)CC3)nc2n1	-3	3	-11	5	-13	-9	-3	3	-6	-2.0
CCCCC(=O)C1=C(N2CCCC2)CC(C)(C)CC1=O	2	0	5	5	-10	-4	3	4	-2	-1.0
CN(C)C(=O)c1cccc(-c2cnc3c(NC=O)cc(-c4cccc(F)c4)cn23)c1	3	nt	7	0	-3	10	6	-1	-8	-2.7
CC(=O)S[C@@H]1CC2=CC(=O)CC[C@]2(C)[C@H]2CC[C@@]3(C)[C@@H](CC[C@@]34CCC(=O)O4)[C@H]12	6	0	-5	-2	-10	2	7	2	-2	-0.6
CC(C)(C)C(=O)c1c(N)[nH]c(C(=O)c2ccccc2)c1-c1ccc(F)cc1	-9	nt	-1	-2	-17	0	-1	-3	-3	-0.1
Cc1cc(C)c(NC(=O)CSc2nnc(-c3ccco3)n2N)c(C)c1	-2	-4	-4	0	8	-3	1	4	-7	0.6
COc1ccc(NS(=O)(=O)c2ccc(NC(=S)NCC3CCCO3)cc2)cc1 (configuration not stated)	-1	1	10	-2	-11	0	3	-1	7	0.6
O=C(CCn1c(=O)oc2ccccc21)n1c(=O)oc2ccccc21	-2	5	-3	5	9	-2	0	0	4	1.8
O=C(CN1C(=O)C2C3C=CC(C3)C2C1=O)Nc1ccc(S(=O)(=O)N2CCCCC2)cc1 (configuration not stated)	-4	5	11	3	6	2	-2	0	8	-2.1
CCN(C(=O)CSc1nnc(-c2cccnc2)n1Cc1ccco1)c1ccccc1C	2	nt	-3	0	7	1	3	-3	nt	nt
Cc1noc(C)c1S(=O)(=O)N1CCC(C(=O)N2CCN(Cc3ccc4c(c3)OCO4)CC2)CC1	2	-1	3	1	-3	0	0	-1	-2	-1.3
C/C(=N/NC(=O)c1ccc(O)cc1)c1cccc([N+](=O)[O-])c1	-3	1	-9	5	-1	-8	-2	-2	4	-2.4
COC(=O)[C@]12CCCCC=C1N(Cc1cccc3ccccc13)C(=O)[C@H](CC(=O)N1CCN(C(=O)C3CC3)CC1)C2	-8	nt	4	-1	1	-4	1	-2	3	-2.2
Cc1ccc(SCCC(=O)NC(C)(C)C)cc1	0	-2	11	-2	-11	1	0	0	2	0.5
O=C(O)CCCCCNCc1c(Cl)cccc1Cl	-2	3	11	6	0	-2	-3	-3	4	0.3
COc1ccccc1OCCNC(=O)C(=O)c1c[nH]c2ccccc12	1	-7	-17	2	-9	11	-4	1	0	-1.4
O=C(CSc1ccc2nnc(CCNC(=O)c3ccccc3)n2n1)Nc1ccc(F)cc1F	-2	0	0	-2	2	-2	-2	-1	8	0.1
CCOC(=O)C(NC(=O)Nc1ccc(C(N)=O)cc1)(c1ccccc1)C(F)(F)F (configuration not stated)	-6	-4	-2	-3	4	4	-5	2	-3	0.6
COCCN(C(=O)CCC(=O)Nc1ccccn1)C(C(=O)NC1CCCC1)c1ccc(OC)cc1 (configuration not stated)	2	1	-10	1	2	-2	-4	1	-3	-2.6
